IDH1 R132H inh – human IDH1 R132H inhibition; IDH1-R132H enzyme, NADPH consumption, diaphorase/resazurin fluorescence; Potency, µM (highest dose often 76.6 µM), for inactives: at the highest dose activity change, negative = inhibition, usual class: inhibitors; 0.093% of 390,000 active; AID 602179; further: potency means the concentration at half of the fitted maximal effect; on the % scale 0 is the no-effect control and ±100 the full control effect; nearly all actives have a fitted effect of over 65% in size
Target sequence (O75874 whole entry R132H, stated change not applied): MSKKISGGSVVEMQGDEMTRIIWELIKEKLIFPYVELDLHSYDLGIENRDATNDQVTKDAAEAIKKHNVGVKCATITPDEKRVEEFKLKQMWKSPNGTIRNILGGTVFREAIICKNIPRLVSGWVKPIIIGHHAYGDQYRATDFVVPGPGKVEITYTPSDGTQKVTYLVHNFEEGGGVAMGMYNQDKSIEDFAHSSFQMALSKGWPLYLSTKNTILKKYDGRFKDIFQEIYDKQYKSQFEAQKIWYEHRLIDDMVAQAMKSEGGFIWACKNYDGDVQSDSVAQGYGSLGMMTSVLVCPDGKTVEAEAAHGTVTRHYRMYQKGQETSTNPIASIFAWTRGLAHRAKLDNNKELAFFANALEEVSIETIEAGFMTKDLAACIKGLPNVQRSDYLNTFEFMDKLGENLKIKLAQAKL
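IDH1-R132H (0.5 ug/mL) preincubated 30 min with compound, then NADPH (0.016 mM) and alpha-KG (2 mM) added; 80 min at RT, pH 7.5. Remaining NADPH coupled via diaphorase/resazurin to fluorescence (540/590 nm); concentration-response curves normalized to no-enzyme control.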
D2 ag – D2 dopamine receptor (human) agonism. P14416. HEK293 T-REx D2 cells, calcium flux agonist mode. activation, % at 2 µM. 0.53% of 340,000 active. AID 485358;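 active means activation over 3 SD above normal in the single-dose calcium agonist read, cut at about 30% in these data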; further: 0% is about no effect
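Tetracycline-induced HEK293 T-REx cells with force-coupled D2 receptor, plated overnight at 30 C, loaded with no-wash calcium dye. After a 10 s baseline, compound was pin-added and calcium flux read kinetically for 180 s; calcium rises flagged agonists.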
TrxR1 inh – blocks rat thioredoxin reductase 1; O89049; recombinant rTrxR1, NADPH fluorescence consumption, selenite substrate; Potency, µM (highest dose often 114 µM), without a hit: at the highest dose activity change, negative = inhibition, hits mostly inhibitors; 1% of 390,000 active; further: potency means the concentration at half of the fitted maximal effect; on the % scale 0 is the no-effect control and ±100 the full control effect; nearly all actives have a fitted effect of over 65% in size
Target sequence (O89049 whole entry, looked up): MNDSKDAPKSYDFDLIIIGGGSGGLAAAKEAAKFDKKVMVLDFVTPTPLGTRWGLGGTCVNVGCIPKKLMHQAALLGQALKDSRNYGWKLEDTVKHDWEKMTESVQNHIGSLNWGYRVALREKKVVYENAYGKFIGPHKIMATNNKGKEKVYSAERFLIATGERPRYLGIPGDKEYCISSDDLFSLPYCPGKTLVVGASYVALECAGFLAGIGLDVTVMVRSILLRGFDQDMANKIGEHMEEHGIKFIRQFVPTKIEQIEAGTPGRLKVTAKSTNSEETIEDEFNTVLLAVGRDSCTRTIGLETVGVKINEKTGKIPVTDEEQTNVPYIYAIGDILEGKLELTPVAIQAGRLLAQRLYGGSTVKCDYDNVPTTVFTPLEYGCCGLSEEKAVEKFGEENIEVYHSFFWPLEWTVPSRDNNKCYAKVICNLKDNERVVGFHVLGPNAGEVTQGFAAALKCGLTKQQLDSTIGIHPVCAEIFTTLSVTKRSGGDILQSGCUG
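Rat TrxR1 (90 nM in the dispensed reagent) was pre-reduced with 400 uM NADPH for 5 min at room temperature, then incubated with compound for 15 min. After 400 uM selenite was added, NADPH fluorescence (Ex 340/Em 450 nm) was followed for 8 min.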
Pin1 inhibitor – blocks the human prolyl isomerase Pin1 | Q13526 | Pin1 FP peptide displacement, HiFluor488, 10 min | Potency, µM (titrated, usually from 115 µM), for the others: top-dose activity, negative = inhibition, actives largely listed as inhibitors | 0.009% of 390,000 active; active means well fitted inhibition curve with a large enough effect in the polarisation, with a control signal flat, not every such curve was filed as active; inconclusive means small, poorly fitted or top-dose-only effect, or effect the other way, or a change in a side signal; inactive means no such curve, though single readings can be large or run the other way; the % refers to the polarisation; further: potency means the concentration at half of the fitted maximal effect; on the % scale 0 is the no-effect control and ±100 the full control effect
Target sequence (Q13526 whole entry, looked up): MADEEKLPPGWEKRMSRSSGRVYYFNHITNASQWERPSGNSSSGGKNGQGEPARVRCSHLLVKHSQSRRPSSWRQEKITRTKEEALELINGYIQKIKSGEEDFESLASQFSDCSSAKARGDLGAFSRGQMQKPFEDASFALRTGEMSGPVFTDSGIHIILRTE
TrxR1 substrate – is turned over as a substrate by rat TrxR1 | Potency, µM (titrated, usually from 114 µM), for the others: top-dose activity change, negative = substrate turnover | purified TrxR1 substrate turnover, NADPH consumption readout | AID 588456 | 0.01% of 390,000 active | O89049; further: potency means the concentration at half of the fitted maximal effect; on the % scale 0 is the no-effect control and ±100 the full control effect; nearly all actives have a fitted effect of over 50% in size
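Rat TrxR1, dispensed at 90 nM, was prereduced with 400 uM NADPH (final) for 5 min at ~22 deg C, then incubated with compound 15 min before 400 uM selenite. A first-read NADPH fluorescence drop versus no-compound background flagged substrates.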
TRHR agonist – TRH receptor (human) agonism; P34981; TRHR cells, calcium flux fluo-8, FDSS agonist mode; activation, % at 2 µM; 0.18% of 360,000 active; AID 493084; in the data active means activation above about 30%; further: 0% is about no effect
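TRHR-expressing cells loaded with fluo-8 calcium dye; 23 nL library compound pin-transferred, kinetic FDSS fluorescence (Ex 480/Em 530) recorded about 180 s for agonist-induced calcium release, before a 10 nM TRH EC20 addition for potentiator mode.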
D2 antag – D2 dopamine receptor (human) antagonism. P14416. 2% of 340,000 active. HEK293 TREx D2 cells, calcium flux, dopamine EC80. inhibition, % at 10 µM; in the data active means inhibition above about 30%; further: 0% is about no effect
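HEK293 T-REx D2 cells, tet-induced, calcium dye no-wash. Cpd pintool add, 180 s kinetic, then EC80 DA, 180 s kinetic. Ca flux read.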
TRHR enhancer – TRH receptor (human) allosteric enhancement. P34981. TRHR cells, fluo-8 calcium fluorescence, EC20 TRH enhancement. enhancement, % at 2 µM. 0.66% of 360,000 active. AID 493056; in the data active means enhancement above about 30%; further: 0% is about no effect
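TRHR-expressing cells loaded with fluo-8 calcium dye were read kinetically (ex 480/em 530) during compound addition, then stimulated with an EC20 of TRH (10 nM final). Enhancement of the Gq-mediated intracellular calcium response was scored.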
USP1 inh – blocks the human USP1/UAF1 deubiquitinase complex. recombinant USP1/UAF1, Ub-Rhodamine cleavage fluorescence. 0.23% of 390,000 active. Potency, µM (series often up to 57.1 µM), inactives show top-dose activity change, negative = inhibition, hits mostly inhibitors. O94782; further: potency means the concentration at half of the fitted maximal effect; on the % scale 0 is the no-effect control and ±100 the full control effect; nearly all actives have a fitted effect of over 60% in size; inactives centre near -12
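Step one: compound is pinned into 1nM USP1/UAF1 in HEPES pH 7.8 buffer with TCEP. Step two: 15 min room-temperature incubation. Step three: Ub-Rho (150nM final) starts cleavage, tracked by fluorescence over six one-minute reads.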
* hit, by the source's call; ? = inconclusive; nt = no result given; & = joins results of further samples; ! = repeats disagree; [ ] = remark or other dose. Unless noted, the call rests on the fitted dose curve; in most records, active means well fitted inhibition curve with a large enough effect; inconclusive means small, poorly fitted or top-dose-only effect; inactive means no such curve, though single readings can be large or run the other way. This is a subset. The share of hits here may be higher or lower than overall.

SMILES | IDH1 R132H inh | D2 ag | TrxR1 inh | Pin1 inhibitor | TrxR1 substrate | TRHR agonist | D2 antag | TRHR enhancer | USP1 inh
Cc1cc(C)cc(-n2c(N)c(C(=O)Nc3c(C)n(C)n(-c4ccccc4)c3=O)c3nc4ccccc4nc32)c1 | 0.7% | 1.7 | 10.5% | 2.1% | -2.2% | -0.6 | -4.5 | -5.0 | -6.0%
O=C(O)CC(NCc1ccco1)C(=O)OCC1CCCO1 (configuration not stated) | 0.1% | -1.2 | -1.2%[57.1 µM] | -7.5% | 9.0%[57.1 µM] | -1.1 | -5.2 | 5.5 | -13.6%
Cc1ccc(CNC(=O)CN(c2cccc([N+](=O)[O-])c2)S(=O)(=O)c2ccccc2)cc1 | 2.4% | 0.3 | 12.9% | 4.7% | 6.1% | -0.5 | 0.3 | 7.8 | -18.5%
O=C(CN(C(=O)c1csnn1)c1ccc(F)cc1)NCc1ccc2c(c1)OCO2 | 0.1% | -0.5 | 27.0%[57.1 µM] | 2.1% | -12.5% | 0.1 | -1.2 | 2.6 | -6.5%
Cc1ccc(S(=O)(=O)CCC(=O)OCC(=O)NC(N)=O)cc1 | 0.0% | 0.3 | 9.4% | 0.3% | -2.3% | 0.5 | 22.5 | -0.9 | -25.1%
c1ccc(-c2c[nH]c(-c3ccccc3)c2)cc1 | -11.8% | nt | -1.5%[11.4 µM] | 0.4% | 3.1%[11.4 µM] | nt | nt | nt | -20.9%
CCCOc1ccc(CNC(=O)CCC(=O)n2ncc3cc(C)ccc32)cc1 | 1.9% | -0.3 | 14.1%[57.1 µM] | -4.6% | 1.4%[57.1 µM] | -0.2 | -12.6 | -2.9 | -16.5%
CC(C(=O)Nc1nc2ccccc2[nH]1)N1C(=O)C2CC=CCC2C1=O (configuration not stated) | -5.9% | 0.0 | 2.5% | 2.6% | 0.6% | 0.1 | 3.3 | 0.8 | 2.5%
CCN(CC)CCNC(=O)c1c(C)oc2cc(Br)c(OC)cc12 | 3.1% | 1.0 | 0.2% | 0.5% | -1.1% | 0.7 | 1.0 | -10.4 | -1.6%
COc1ccccc1NC(=S)N1CCN(c2ncccn2)CC1 | 1.1% | 0.4 | -0.2%[57.1 µM] | -3.1% | 7.0%[57.1 µM] | 0.5 | 6.0 | -0.3 | -12.6%
O=C(N/N=C/c1cccnc1)c1ccc2ccccc2c1O | 10.8% | -1.4 | 3.0% | -0.9% | -6.4% | -0.4 | 0.9 | 4.3 | -26.4%
O=C(Cn1cc2c(n1)CCCCC2)NCc1ccccc1 | -0.3% | 0.6 | 11.3%[57.1 µM] | -8.7% | -6.2% | 0.2 | -2.7 | 13.4 | -7.2%
C=CCn1c(SCc2csc(C)n2)nc2sc3c(c2c1=O)CCCCC3 | 8.4% | 0.7 | -17.4% | 18.3% | -3.6% | -0.2 | 6.6 | 2.5 | -24.4%
COC(=O)CSc1cnc2ccccc2n1 | 3.7% | -0.1 | 7.5%[0.457 µM] | -1.6% | 7.8%[57.1 µM] | -0.4 | 13.4 | 7.6 | -1.9%
CCn1c(SCC(=O)Nc2cc(C)on2)nc2sc(C)c(C)c2c1=O | nt | 0.6 | nt | nt | nt | -1.3 | 35.5* | -7.3 | nt
CCC(C)NS(=O)(=O)c1ccc(NC(=O)C(Sc2ccccc2)c2ccccc2)cc1 (configuration not stated) | 14.9% | 1.8 | 6.0% | 25.8% | -2.0% | 1.2 | 1.9 | -1.2 | -25.3%
CCOC(=O)N1CCC(NCCNC(=O)c2ccccc2)CC1 | 8.7%&2.4% | 66.0*! | 7.8%&17.5% | -8.3%&-23.1% | 6.7%&1.8% | 1.2&0.4 | 50.7* | 7.1&-1.5 | -19.6%&10.5%
Cn1c(COc2cccc3ccccc23)nnc1SCC(=O)OC1CCCCC1 | 3.9% | 0.1 | 24.2% | 9.7% | -2.3% | 0.5 | 6.9 | 1.0 | ?
COc1cccc(CNc2nc(-c3cccnc3)nc3ccccc23)c1 | -1.9% | -0.5 | -6.0% | -9.6% | -6.1% | -0.1 | 5.3 | -8.5 | -12.5%
O=C(CN1CCOCC1)NCc1ccccc1 | 13.7% | 0.5 | -23.6% | -6.6% | -3.4% | 0.5 | -0.2 | 6.0 | -1.1%
CC(=O)Nc1ccc(NC(=O)c2c(C)nn(Cc3ccccc3Cl)c2C)cc1 | -0.8% | 0.4 | -22.4% | 2.8% | -15.6% | 0.1 | 8.0 | -0.2 | -5.4%
Cc1ccccc1-n1c(-c2ccco2)n[nH]c1=S | 15.9% | -0.2 | -20.9% | -10.3% | 22.1% | -0.2 | 14.5 | -1.8 | -6.0%
O=C(Nc1ccccc1)c1cccc(C(F)(F)F)c1 | 3.4% | -2.3 | -4.4% | -0.5% | -1.9% | 0.6 | -5.2 | 2.7 | -7.6%
NC(=O)c1nn(-c2ccccc2)nc1NC(=O)CN1CCCC1 | 6.7% | -0.3 | 30.4% | -8.9% | 53.8%[activator] | -0.7 | -21.3 | -4.0 | -11.1%
O=C(CSc1nnnn1-c1cccc(F)c1)NC1CC1 | 0.0% | nt | -1.6%[57.1 µM] | 0.2% | 3.4%[57.1 µM] | nt | nt | nt | -1.1%
Cc1cc(=O)oc2cc(NC(=O)c3ccccc3C(=O)O)ccc12 | 19.5% | 1.5 | 8.4%[57.1 µM] | 0.6% | 38.6%[activator][57.1 µM] | 3.7 | -9.5 | 13.5 | -11.2%
CCCCN(CC(=O)NCc1ccc(F)cc1)C(=O)c1ccco1 | -10.2% | 1.1 | 6.4% | 5.6% | -1.3% | -0.8 | -2.4 | -5.5 | -2.5%
O=C(COC(=O)c1ccccc1)NCc1ccco1 | -0.2% | 0.8 | -6.5% | ? | 8.4% | 0.0 | -0.4 | 3.5 | 0.5%
O=c1nc2cccc3c2=c(/c1=C(\O)c1ccccc1)c1ccccc1c3=O | 2.2% | 2.9 | 0.7% | ? | 0.3% | 2.1 | -31.7 | -3.6 | -20.2%
O=[N+]([O-])c1ccc(S(=O)(=O)Nc2ccc(S(=O)(=O)N3CCCC3)cc2)cc1 | -5.0% | -0.4 | 14.9% | 2.1% | 8.0% | 0.2 | -20.8 | -0.9 | -12.3%
Cc1[nH]c2ccc3c(ncn3CCC#N)c2c1C | -4.5% | 1.5 | -2.4% | 3.4% | 7.3% | -0.1 | 19.4 | 2.8 | 1.6%
Cc1ccc(NC(=O)CN2C(=O)CCn3nc(-c4cccn4C)cc32)cc1 | -11.6% | 0.8 | 0.6%[57.1 µM] | 1.9% | -0.4%[57.1 µM] | 0.4 | nt | 3.9 | -20.4%
CN1CCN(S(=O)(=O)c2cccc(C(=O)N(c3ccccn3)C3CCCCC3)c2)CC1 | 1.4% | 0.4 | 3.9% | -9.6% | -2.4% | -0.2 | -1.1 | -1.1 | -11.8%
COc1ccc2cc(C(=O)N3CCN(c4ccccc4OC)CC3)[nH]c2c1 | 6.7% | -0.3 | -14.9% | 0.7% | -2.4% | -0.6 | -3.6 | 3.7 | ?
CCN(C(=O)CN1CCCC(C)C1)c1c(N)n(Cc2ccccc2)c(=O)[nH]c1=O (configuration not stated) | 3.8% | nt | -2.3% | 13.7% | -4.7% | nt | nt | nt | -20.7%
O=C(NCC(c1ccco1)N1CCN(c2ccc(F)cc2)CC1)OCc1ccccc1 (configuration not stated) | 5.9% | -0.9 | 14.9%[57.1 µM] | 21.2% | -7.4%[57.1 µM] | 0.2 | 6.4 | 3.7 | -16.1%
N#C/C(=C/c1ccc2c(c1)OCO2)C(=O)Nc1ccc(O)cc1 | -16.1% | -0.9 | 0.8% | -0.9% | 12.9%[57.1 µM] | -0.1 | -5.4 | 4.9 | -3.3%
COc1cc(C2c3c(oc4ccccc4c3=O)C(=O)N2Cc2ccc(C)cc2)ccc1O (configuration not stated) | -4.9% | -0.7 | 27.6%[57.1 µM] | -1.1% | 1.3%[57.1 µM] | 0.3 | nt | 22.4 | ?
CCC(C)NC(=O)CSc1nc2ccsc2c(=O)n1NC(=O)c1ccccc1 (configuration not stated) | 5.4% | 0.0 | 8.5% | 4.2% | -0.1% | 0.1 | 28.7 | 9.6 | -9.1%
Cn1cc(C(=O)N2CCc3ccccc3C2)c(=O)c2cc(S(=O)(=O)N3CCCCC3)ccc21 | nt | 1.3 | nt | nt | nt | -0.3 | -11.0 | -0.8 | nt
COc1ccc2c(c1)/C(=C\c1cccc(/C=C3/C(=O)Nc4ccc(OC)cc43)n1)C(=O)N2 | 1.0% | nt | ? | 6.5% | -12.6% | nt | nt | nt | -16.8%
O=C(O)c1cccc(N=NN2CCOCC2)c1 | 5.8% | 0.5 | 3.2%[57.1 µM] | -2.1% | -2.0% | 0.3 | -1.0 | 7.2 | ?
CC(=O)NC1N=C(C)N(c2ccccc2)C1=O (configuration not stated) | 7.6% | 0.9 | -3.2%[57.1 µM] | 3.2% | 2.2%[57.1 µM] | 0.3 | 2.5 | -2.0 | -8.2%
N#Cc1c(N2C(=O)C3C4C=CC(C4)C3C2=O)sc2c1CCC2 (configuration not stated) | 5.1% | 0.1 | -1.8% | 3.0% | -1.1% | -0.4 | -2.2 | -0.9 | 5.8%
O=C(CCS(=O)(=O)c1ccc(F)cc1)Nc1nnc(-c2ccc(F)cc2)o1 | 4.7% | -0.1 | ? | -1.8% | -4.2% | -0.3 | -16.9 | -1.6 | -8.4%
CCOc1ccc(/C=N/Nc2ccccn2)cc1OC | 0.0% | 7.0 | 18.3%[57.1 µM] | -3.0% | 4.7%[57.1 µM] | 0.8 | -5.9 | 0.3 | -15.9%
CC(C)(C)C(=O)Cn1ncc(N2CCOCC2)c(Br)c1=O | 5.1% | 0.9 | 17.4% | 3.0% | 6.6% | 1.3 | 21.5 | -2.6 | -0.8%
